EPAC1 antag – EPAC1 (human) antagonism | 360,000 tested, 0.14% active | Potency, µM (highest dose often 115 µM), without a hit: at the highest dose activity change, negative = inhibition, most hits filed as inhibitors | AID 720709 | O95398 | EPAC1 GEF assay, Rap1b-BODIPY-GDP exchange fluorescence;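 further: potency means the concentration at half of the fitted maximal effect; plate controls were vehicle for no effect and positive control for full effect; nearly all actives have a fitted effect of over 50% in size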
EPAC1 ag – agonists of human EPAC1. EPAC1 agonist qHTS, biochemical assay; response scale: 100% = response to 6.5 mM cAMP. Potency, µM (series often up to 154 µM), without a hit: at the highest dose activation, hits mostly activators. 360,000 tested, 0.073% active. AID 720707; further: potency means the concentration at half of the fitted maximal effect; nearly all actives have a fitted effect of over 60% in size
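EPAC1 100 nM, Rap1B–BODIPY-GDP 250 nM, unlabeled GDP 50 uM; compound titration; 5 min RT; kinetic read ex480/em540 at 5-min intervals ×30 min; data normalized to 6.5 mM cAMP agonist control.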
Mm-Cpn inhibitor – inhibitors of Methanococcus maripaludis chaperonin (MmCpn); 330,000 tested, 0.031% active; purified Mm-Cpn ATPase, ADP Transcreener TR-FRET; Potency, µM (highest dose often 76.9 µM), inactives show at the highest dose activity, negative = inhibition, usual class: inhibitors; further: potency means the concentration at half of the fitted maximal effect; on the % scale 0 is the no-effect control and ±100 the full control effect; nearly all actives have a fitted effect of over 80% in size
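Purified archaeal Mm-CPN (25nM final) preincubated 10 min at 37degC with compound, then 10uM ATP for 30 min at 37degC; ADP measured by HTRF Transcreener TR-FRET; buffer 30 mM TRIS pH 7.4, 100mM KCl, 5mM MgCl2, 1mM DTT.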
PI5P4Ka inh – blocks human PI5P4K alpha kinase activity | PI5P4Kalpha enzyme, ADP-Glo luminescence, 60 min; active compounds read low | max response, % | 330,000 tested, 1.2% active | P48426; active means max response of -50% or lower; inconclusive means between -30% and -50%; inactive means -30% or higher; further: value at the top dose of about 77 µM; on the % scale 0 is the no-effect control and ±100 the full control effect
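Human PI5P4Kalpha with substrate in 0.038 M HEPES pH 7.4, 0.28 mM EGTA, 0.1% CHAPS, 5% DMSO; reaction started with 5 microM ATP (final), 60 min at room temperature. ADP formed read by ADP-Glo luminescence.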
CCT modulator – modulators of cytosolic chaperonin (CCT/TRiC) activity | activity change, % (no concentration beside the values), hits read low | 360,000 tested, 0.3% active | purified chaperonin ATPase assay, HTRF ADP detection, 30 min; in the data active means activity change below about -30%; further: on the % scale 0 is the no-effect control and ±100 the full control effect
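ATPase activity: ADP formed was measured by HTRF Transcreener (665/615 nm ratio) after 30 min at 37 deg C with 10 uM ATP. Compounds screened at one 76 uM concentration against 40 or 20 nM TRiC in Tris pH 7.4/KCl/MgCl2/DTT buffer.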
WRN inhibitor – WRN helicase (human) inhibition | WRN helicase unwinding, fluorescent forked duplex, kinetic | AID 651768 | 360,000 tested, 0.46% active | Potency, µM (top dose mostly 114 µM), without a hit: at the highest dose activity change, negative = inhibition, most hits filed as inhibitors; further: potency means the concentration at half of the fitted maximal effect; on the % scale 0 is the no-effect control and ±100 the full control effect; nearly all actives have a fitted effect of over 55% in size
Target sequence (Q14191 whole entry, looked up): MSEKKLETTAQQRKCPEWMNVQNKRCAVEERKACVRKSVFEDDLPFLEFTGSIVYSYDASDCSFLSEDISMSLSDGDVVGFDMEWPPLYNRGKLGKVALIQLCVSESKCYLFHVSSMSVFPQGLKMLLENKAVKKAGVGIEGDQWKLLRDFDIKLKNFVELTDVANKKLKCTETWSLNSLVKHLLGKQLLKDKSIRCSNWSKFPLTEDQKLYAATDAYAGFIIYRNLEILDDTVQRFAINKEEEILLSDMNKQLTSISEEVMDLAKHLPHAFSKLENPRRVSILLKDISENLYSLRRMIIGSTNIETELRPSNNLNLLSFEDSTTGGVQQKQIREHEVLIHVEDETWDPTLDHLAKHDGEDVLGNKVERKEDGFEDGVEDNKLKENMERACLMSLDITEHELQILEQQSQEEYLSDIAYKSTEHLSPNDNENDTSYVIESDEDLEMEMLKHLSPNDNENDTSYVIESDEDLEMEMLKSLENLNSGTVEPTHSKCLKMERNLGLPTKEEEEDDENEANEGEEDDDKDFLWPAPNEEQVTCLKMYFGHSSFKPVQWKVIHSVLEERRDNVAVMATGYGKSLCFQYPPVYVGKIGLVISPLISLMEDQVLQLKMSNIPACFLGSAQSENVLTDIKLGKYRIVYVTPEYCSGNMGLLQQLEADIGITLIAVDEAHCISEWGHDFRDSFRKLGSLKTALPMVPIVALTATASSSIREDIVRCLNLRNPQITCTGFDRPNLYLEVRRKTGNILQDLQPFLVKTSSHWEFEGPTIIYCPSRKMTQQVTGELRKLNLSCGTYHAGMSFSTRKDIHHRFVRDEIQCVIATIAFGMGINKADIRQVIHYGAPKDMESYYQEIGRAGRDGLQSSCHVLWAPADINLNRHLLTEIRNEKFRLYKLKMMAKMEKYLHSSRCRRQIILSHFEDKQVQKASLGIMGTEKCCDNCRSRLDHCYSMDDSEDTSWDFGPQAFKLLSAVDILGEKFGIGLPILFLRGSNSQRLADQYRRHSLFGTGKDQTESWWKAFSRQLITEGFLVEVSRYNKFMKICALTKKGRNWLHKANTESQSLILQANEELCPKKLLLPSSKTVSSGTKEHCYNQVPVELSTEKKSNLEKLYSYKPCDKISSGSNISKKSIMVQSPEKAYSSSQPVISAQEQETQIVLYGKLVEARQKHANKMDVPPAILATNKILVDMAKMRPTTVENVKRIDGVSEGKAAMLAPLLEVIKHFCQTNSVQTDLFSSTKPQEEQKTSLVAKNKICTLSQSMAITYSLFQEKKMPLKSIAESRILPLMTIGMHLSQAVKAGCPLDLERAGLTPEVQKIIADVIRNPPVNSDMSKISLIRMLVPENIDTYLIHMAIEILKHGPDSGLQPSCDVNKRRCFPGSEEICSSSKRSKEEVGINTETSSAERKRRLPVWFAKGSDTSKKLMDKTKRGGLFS
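Enzyme (20 nM final) and test compound sit together 15 min at room temperature before substrate addition. Substrate is a single-forked duplex oligonucleotide (100 nM) labelled with fluorophore and quencher, with 2 mM ATP; helicase unwinding raises red fluorescence, read kinetically.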
PLK1 PBD block – inhibitors of human PLK1 polo-box domain binding; Plk1 PBD binding of FITC phosphopeptide, fluorescence polarization; Potency, µM, for inactives: max response, negative = inhibition, hits mostly inhibitors; 360,000 tested, 2.8% active; AID 720504; further: potency means the concentration at half of the fitted maximal effect; series mostly up to about 57 µM; on the % scale 0 is the no-effect control and ±100 the full control effect; nearly all actives have a fitted effect of over 65% in size
EPAC2 antagonist – blocks human EPAC2 exchange factor. Potency, µM (titrated, usually from 114 µM), inactives show at the highest dose activity, negative = inhibition, hits mostly inhibitors. EPAC2 GEF exchange of Rap1B-BODIPY-GDP, fluorescence. Q8WZA2. AID 720708. 360,000 tested, 0.18% active; further: potency means the concentration at half of the fitted maximal effect; on the % scale 0 is the no-effect control and ±100 the full control effect; nearly all actives have a fitted effect of over 45% in size; many of its hits are not listed in these tables
Starred values were filed as active, the others as inactive; ? = inconclusive; . = no result given; [ ] = dose if it differs, or a comment. Unless noted, the call rests on the fitted dose curve; in most records, active means well fitted curve in the direction sought with a large enough effect; inconclusive means small, poorly fitted or top-dose-only effect, or another doubt; inactive means no such curve, though single readings can be large; an effect the other way counts as inactive or inconclusive. This is a subset, so the mix of outcomes need not match the whole.

SMILES	EPAC1 antag	EPAC1 ag	Mm-Cpn inhibitor	PI5P4Ka inh	CCT modulator	WRN inhibitor	PLK1 PBD block	EPAC2 antagonist
Cc1ccc(NC(=O)[C@H](Cc2c[nH]c3ccccc23)NC(=O)[C@@H]2Cc3ccccc3CN2)c(C)c1	-10%	-13%	-2%	4	-0.9	-2%	1%	-3%
CCCCN1CC(=O)N2[C@H](c3ccc(OC)cc3)[C@@H]3C(=O)N(CC)C(=O)[C@@H]3[C@]2(C)C1=O	-5%	-6%	1%	-7	0.1	6%	-6%	19%
O=C(CSc1nc(-c2ccccc2)ns1)NCC1CCCO1 (stereo not drawn)	-2%	5%	-23%	-3	1.4	1%	15µM*	-6%
CC(C)CN(CC(C)C)CC(O)COc1ccc([N+](=O)[O-])cc1 (stereo not drawn)	-3%	-28%	2%	11	0.1	-7%	-5%	-1%
CCOc1ccc(C(=O)OC2CCN(C)CC2)cc1	-3%	-5%	2%	1	1.0	6%	-12%	20%
CCOC(=O)NCc1ccccc1	-15%	-19%	1%	1	-1.5	10%	-19%	18%
Cc1ccc(S(=O)(=O)n2ccnc2)cc1C	-5%	3%	1%	-6	-0.7	1%	-13%	-4%
Cc1ccsc1C(=O)NNC(=O)c1csc(N2CCOCC2)n1	-18%	3%	1%	-5	0.6	3%	-8%	10%
O=C(O)CCCN=C1CCCc2ccccc2N1	2%	7%	?	-2	-0.3	7%	-7%	0%
Cc1nc2ccccc2c(C)c1CC(=O)N(CC(C)C)c1c(N)n(Cc2ccccc2)c(=O)[nH]c1=O	-6%	5%	-1%	-15	0.8	-5%	-1%	-2%
CCOC(=O)C1=C(Cn2cnc3ccccc32)NC(=O)NC1c1cc(C)ccc1C (stereo not drawn)	-27%	0%	0%	.	-1.4	-35%	1%	-10%
CCCOc1ccc(C2CC(=O)Nc3cc(OC)c(OC)cc32)cc1 (stereo not drawn)	0%	-2%	-2%	4	-1.8	4%	-2%	-8%
CCC(CC)C(=O)N1CCN(c2cccc(C)c2C)CC1	-7%	5%	3%	1	2.5	5%	-12%	0%
COc1ccc(CCC(=O)Nc2cc(Cl)ccc2N2CCN(C)CC2)cc1	0%	9%	1%	21	-1.5	-26%	-6%	-6%
COc1ccccc1C(=O)Nc1ccc(C)cc1C(=O)c1ccccc1	0%	10%	0%	33	1.2	-5%	-6%	-2%
O=C(COc1ccc(C(=S)N2CCOCC2)cc1)N1CCOCC1	7%	8%	0%	1	0.9	-21%	-3%	8%
COc1cc(C(=O)NCc2nnc(SCC(=O)NCc3ccccc3)o2)cc(OC)c1OC	-11%	-5%	-1%	6	-3.3	4%	-4%	-6%
Cc1c(NC(=O)C(C)OC(=O)/C=C/c2ccc(OC(F)F)cc2)c(=O)n(-c2ccccc2)n1C (stereo not drawn)	-1%	-3%	2%	-6	0.4	4%	-11%	-3%
C=CCNC(=O)c1ccc(N(C)S(=O)(=O)c2ccc(OC)cc2)cc1	0%	8%	-1%	.	-1.5	5%	-4%	-2%
CCOc1ccccc1N(C(=O)c1ccco1)C(C(=O)NC1CCCC1)c1cccs1 (stereo not drawn)	-1%	2%	0%	-2	-1.7	2%	-9%	3%
COc1ccccc1/C=C/C(=O)NCc1cccnc1	-7%	10%	-2%	7	-1.4	1%	-9%	4%
CCOc1ccc(S(=O)(=O)Nc2ccccc2C(=O)N2CCOCC2)cc1	18%	-3%	0%	-3	-0.4	5%	4%	0%
O=C(O)c1cc(S(=O)(=O)NCCCN2CCCC2=O)ccc1Cl	4%	-2%	2%	-3	0.8	7%	5%	2%
CC(C)C(O)(C(=O)NNc1ccccc1)C(C)C	-2%	-4%	0%	-4	-2.8	-11%	-6%	4%
COC(=O)c1cc(-c2ccc(NC(C)=O)cc2)nc2ccccc12	-8%	-4%	0%	0	-3.2	-8%	-14%	-5%
CC1=CC(C)C(=O)N(C)C(C)=C1 (stereo not drawn)	8%	0%	.	-10	0.0	3%	-5%	6%
O=C(c1ccc2c(c1)OCO2)N1CCCC1	-2%	4%	-15%	1	1.9	-6%	?	-8%
Cc1ccc(/C=N/NC(=O)CSc2nc3ccccc3s2)o1	14%	4%	1%	-7	-4.2	-1%	-19%	13%
COc1ccc(-c2nnc3sc(COc4ccccc4)nn23)cc1	6%	0%	1%	-3	-3.0	-10%	-2%	5%
O=C1C=C(c2cccc(O)c2)CCC1	-12%	8%	.	10	-0.2	0%	0%	4%
COc1ccc(/C=C2\SC(=O)N(CCCC(=O)Nc3ccc(C(=O)O)cc3)C2=O)cc1	-7%	14%	.	-9	-0.4	3%	-15%	38%[activator]
Cc1ccc(S(=O)(=O)NCC(=O)OCC(=O)c2ccc(Br)s2)cc1	7%	0%	?	-52*	-1.9	-17%	-4%	-2%
Cc1cccn2c(=O)nc(SCC(=O)N3CCCCCC3)nc12	2%	3%	-1%	-9	2.5	3%	3%	23%
Cc1cc(S(=O)(=O)N2CCOCC2)ccc1OCC(=O)Nc1ccc(F)cc1	2%	-5%	-3%	1	-1.4	-3%	-10%	-10%
CC(CCc1ccccc1)NC(=S)NC(=O)c1ccco1 (stereo not drawn)	-19%	17%	-1%	1	-2.1	-4%	-30%	-12%
Cc1c(CCC(=O)NCCCn2ccnc2)c(=O)oc2cc3oc4c(c3cc12)CCCC4	-7%	-1%	0%	8	-20	4%	3%	-22%
O=C(Cc1cccs1)Nc1nc(-c2ccc(F)cc2F)cs1	-18%	29%	1%	.	-3.1	-9%	-7%	-16%
Cc1ccc(N=Nc2c(N)nn3c(N)c(C#N)c(C)nc23)cc1	-28%	13%	4%	?	0.0	-17%[11.6 µM]	-8%	-10%
Nc1ccccc1Oc1c(F)c(F)c(Oc2ccccc2N)c(F)c1F	-12%	2%	1%	3	-1.9	-6%	-8%	-20%
CC(=O)C1CCC2C(CCC3=CC(=O)CCC32)C1 (stereo not drawn)	12%	5%	.	1	-0.4	6%	-12%	1%
O=[N+]([O-])c1ccccc1/C=N/n1c(C(F)(F)F)n[nH]c1=S	4%	-12%	0%	-29	-2.6	3%	27µM*	-2%
CN(C(=O)COC(=O)COc1ccc2ccccc2c1)c1c(N)n(Cc2ccccc2)c(=O)[nH]c1=O	2%	-14%	4%	-3	1.0	-5%	-6%	3%
CCOC(=O)c1ccccc1NC(=O)c1ccccc1NS(C)(=O)=O	-4%	11%	-10%	4	-4.9	2%	-10%	0%
CCOC(=O)C1=C(CN2CCSCC2)NC(=O)NC1c1cccc([N+](=O)[O-])c1 (stereo not drawn)	5%	0%	0%	6	0.3	-6%	1%	-5%
Cc1ccc(S(=O)(=O)N(C)CC(=O)OCc2nnc(-c3ccccc3)o2)cc1	-7%	7%	-2%	6	-8.6	4%	-14%	-6%
C[C@H]1[C@@H](c2ccccc2)Oc2ccc(Cl)cc2S(=O)(=O)N1Cc1ccc(F)cc1F	?	9%	.	5	-0.7	-3%	-4%	0%
O=C(c1ccccc1)c1cccc(NC(=O)C2CC2)c1	9%	-4%	0%	-5	-2.1	2%	0%	12%
CC(C)CC(=O)Nc1ccc(OCC(=O)O)cc1	11%	-4%	2%	0	-1.3	-6%	5%	3%
COc1ccccc1NS(=O)(=O)c1cc(NC(=O)c2ccncc2)ccc1N1CCOCC1	-8%	5%	2%	-27	1.4	-24%	13µM*	-4%
Nc1ccc(Oc2cccc(Oc3ccc(N)cc3)c2)cc1	9%	5%	-3%	3	-2.8	-6%	-11%	6%
Remaining list, next part.
SMILES	EPAC1 antag	EPAC1 ag	Mm-Cpn inhibitor	PI5P4Ka inh	CCT modulator	WRN inhibitor	PLK1 PBD block	EPAC2 antagonist
CCOC(=O)N1CCC(NC(=O)CS(=O)Cc2nc(-c3ccc(Cl)cc3)oc2C)CC1 (stereo not drawn)	0%	-8%	1%	1	0.7	2%	-19%	-3%
CCCCC(=O)NC(=S)Nc1cc(C(=O)O)ccc1OC	5%	11%	0%	7	0.3	-5%	-8%	7%
COc1ccc(-c2[nH]ncc2CN2CCC(OCc3cccnc3)CC2)c(F)c1	-8%	3%	-5%	0	-3.3	7%	-18%	-2%
CC(=O)Nc1cccc(-c2nnc3n2CC(C)S3)c1 (stereo not drawn)	11%	-3%	1%	.	-1.9	1%	0%	8%
O=C(Nc1cccc(Cl)c1)N(CCCN1CCOCC1)Cc1ccccc1F	5%	1%	0%	.	-2.6	7%	1%	-1%
COc1ccc(CC(=O)N(Cc2ccccc2)C(C)C)cc1	-16%	1%	0%	-4	-2.2	2%	2%	-2%
Cc1noc(C)c1S(=O)(=O)Nc1ccc2c(c1)C(=O)N([C@@H](C)CO)C[C@@H](C)[C@@H](CN(C)CC1CCCCC1)OCCCC[C@@H](C)O2	?	-23%	.	7	0.9	5%	-17%	-17%
CC(C)CCNC(=O)C(c1ccncc1)N(Cc1cccs1)C(=O)Cn1nnc(-c2ccc(F)cc2)n1 (stereo not drawn)	-15%	-2%	-2%	-1	-5.7	-21%	-10%	-25%
Cc1c(C(=O)NCc2ccc(C#N)cc2)sc(=O)n1Cc1ccccn1	0%	10%	.	10	-2.4	6%[57.1 µM]	-5%	13%
CCOc1cc(C(=O)N/N=C(\C)Cc2ccc(OC)cc2)cc(OCC)c1OCC	?	-6%	1%	0	0.1	-1%	-13%	-7%
CC(C)N1CCc2c(sc(NC(=O)C3CCCCC3)c2C(N)=O)C1	2%	5%	0%	-3	2.8	-8%	-5%	-6%
CN1CCN(C(=O)c2cccc(-c3ccc4nccn4c3)c2)CC1	-1%	5%	.	-1	0.2	-6%	-4%	3%
COc1cccc(CN2CCNC(=O)C2CC(=O)N(Cc2cnn(C)c2)C(C)C)c1 (stereo not drawn)	6%	-4%	2%	0	2.0	-5%	-2%	6%
COc1ccc(CNc2nc(C)c([N+](=O)[O-])c(C)c2C#N)cc1	-4%	-15%	2%	-9	-3.7	-9%	-8%	-13%

Structures above with an aryl thioether with sulfur outside any ring, in the order listed:
SMILES	EPAC1 antag	EPAC1 ag	Mm-Cpn inhibitor	PI5P4Ka inh	CCT modulator	WRN inhibitor	PLK1 PBD block	EPAC2 antagonist
O=C(CSc1nc(-c2ccccc2)ns1)NCC1CCCO1 (stereo not drawn)	-2%	5%	-23%	-3	1.4	1%	15µM*	-6%
COc1cc(C(=O)NCc2nnc(SCC(=O)NCc3ccccc3)o2)cc(OC)c1OC	-11%	-5%	-1%	6	-3.3	4%	-4%	-6%
Cc1ccc(/C=N/NC(=O)CSc2nc3ccccc3s2)o1	14%	4%	1%	-7	-4.2	-1%	-19%	13%
Cc1cccn2c(=O)nc(SCC(=O)N3CCCCCC3)nc12	2%	3%	-1%	-9	2.5	3%	3%	23%

From PubChem BioAssay
